# From PubChem
# A549 tox: Nrf2 qHTS screen for inhibitors: counterscreen for cytotoxicity; A549 ARE-Fluc cells, CellTiter-Fluor viability, 18-24 h; Potency, µM (titrated, usually from 46 µM), for inactives: top-dose activity change, negative = cytotoxicity, usual class: inhibitors; actives 0.16% (n = 390,000); AID 504648, 2011; note: potency is the fitted concentration of half-maximal effect; % is set by controls: 0 for no effect and ±100 for the full control effect
#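 Cytotoxicity counterscreen: CellTiter-Fluor fluorescence was measured in A549 ARE_Fluc cells after 18-24 h of compound exposure in a concentration series. The subsequent BugLite luminescent read reports ARE-luciferase activity.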
# Mm-Cpn inhibitor: Inhibitors of TCP-1 ring complex (TRiC) of Methanococcus maripaludis (MmCpn): qHTS | Chaperonin Mm-Cpn (Methanococcus maripaludis) | actives 0.031% (n = 330,000) | purified Mm-Cpn ATPase, ADP Transcreener TR-FRET | Potency, µM (titrated, usually from 76.9 µM), without a hit: at the highest dose activity, negative = inhibition, hits mostly inhibitors | AID 504842, 2011; note: potency is the fitted concentration of half-maximal effect; % is set by controls: 0 for no effect and ±100 for the full control effect; nearly all actives have a fitted effect of over 80% in size
#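 25 nM Mm-CPN + cpd, 10 min 37°C; + 10 uM ATP, 30 min 37°C; buffer 30 mM Tris pH 7.4, 100 mM KCl, 5 mM MgCl2, 1 mM DTT; Transcreener ADP HTRF detection 30 min RT.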
# CCT modulator: High-Throughput Screening for Modulators of Cytosolic Chaperonin Activity; activity change, % (test concentration not listed), hits read low; actives 0.3% (n = 360,000); purified chaperonin ATPase assay, HTRF ADP detection, 30 min; AID 651819, 2012; in the data active = activity change below about -30%; note: % is set by controls: 0 for no effect and ±100 for the full control effect
#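 Enzyme 40 or 20 nM (batch-dependent) in Tris pH 7.4/KCl/MgCl2/DTT; cpd 76 uM single point; ATP 10 uM; 30 min 37 °C; Transcreener ADP HTRF detection, 30 min RT; ratio 665/615.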
# ATXN viability: Viability Counterscreen for Primary qHTS for Inhibitors of ATXN expression; actives 0.49% (n = 400,000); S2 cells (HEK-293 line with an ATXN2-luciferase reporter) viability, CellTiter-Fluor protease fluorescence, 24 h; Potency, µM (doses to about 56.7 µM), most hits filed as cytotoxic; note: potency is the fitted concentration of half-maximal effect; nearly all actives have a fitted effect of over 40% in size
# Nrf2 ARE act: qHTS of Nrf2 Activators; AREc32 ARE-luciferase reporter (MCF7-derived line), luminescence, 24 h; Potency, µM (doses to about 46.1 µM), for the others: at the highest dose activation, actives largely listed as activators; actives 0.31% (n = 410,000); note: potency is the fitted concentration of half-maximal effect; % of control where 0% means no effect; nearly all actives have a fitted effect of over 65% in size
#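 Cells of the AREc32 ARE-luciferase line are plated in OPTI-MEM containing 5% FBS and left overnight at 37 deg C. Compounds are pinned in, incubation continues 24 hr, and firefly luciferase signal is then measured.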
# HepG2 tox: qHTS for Inhibitors of TGF-b: Cytotox Counterscreen | HepG2 CAGA-GFP viability, ATP luminescence, 18 h | Potency, µM (titrated, usually from 46.1 µM), for inactives: at the top dose activity change, negative = cytotoxicity, usual class: cytotoxic | actives 0.76% (n = 410,000) | AID 588856, 2011; note: potency is the fitted concentration of half-maximal effect; some results filed as inactive show a strong effect at the top dose
#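 HepG2 CAGA-GFP cells (1000/well, DMEM with 1% FBS) received compound, then TGF-beta at 500 pg/mL final, and were incubated 18 hours at 37 degrees C. Viability was read by CellTiter-Glo luminescence. Media-only wells were set as complete cell-killing and DMSO as no toxicity.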
# pAkt inh: HTS Assay for Inhibitors of Akt Phophorylation: Primary Screen; actives 0.32% (n = 360,000); AID 651550, 2012; activity change, % for hits at 50 µM; Neuro2A IGF-stimulated pAkt S473 HTRF, 20 min; stronger effect = lower value; in the data active = activity change below about -80%; inconclusive = mostly about -51% to -80%; note: % is set by controls: 0 for no effect and ±100 for the full control effect
#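 Neuro2A cells in DMEM with 0.5% FBS, overnight at 37 deg C, given compound at single 50 µM final, then IGF (6 nM final) for 20 min at 37 deg C. Lysed; phospho-Akt Ser473 by HTRF after 24 h, 665/615 ratio.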
# TGFb SMAD3 inh: qHTS for Inhibitors of TGF-b | actives 1.2% (n = 410,000) | HepG2 CAGA-GFP TGF-b/SMAD3 reporter, GFP fluorescence, 18 h; TGF-beta stimulated, 500 pg/mL final | Potency, µM (highest dose often 46.1 µM), inactives show top-dose activity, negative = inhibition, hits mostly inhibitors; note: potency is the fitted concentration of half-maximal effect; % is set by controls: 0 for no effect and ±100 for the full control effect; nearly all actives have a fitted effect of over 65% in size
#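 Read-out: total well GFP (ex488/em500-530) summed from mean per-cell fluorescence. Cells: HEPG2 CAGA-GFP, 1% FBS DMEM, 18 h at 37 degrees C with 500 pg/mL final TGF-beta. Unstimulated wells served as the full-inhibition control; stimulated DMSO wells = 0%.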
# Nrf2 inh: Nrf2 qHTS screen for inhibitors. Potency, µM (top dose mostly 46 µM), for the others: at the highest dose activity change, negative = inhibition, hits mostly inhibitors. actives 2.1% (n = 360,000). A549 ARE-Fluc reporter, luciferase luminescence, 18-24 h; note: potency is the fitted concentration of half-maximal effect; % is set by controls: 0 for no effect and ±100 for the full control effect; nearly all actives have a fitted effect of over 60% in size
#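 Concentration-response testing used A549 ARE_Fluc cells at 5000 cells/well. Following an 18-24 h compound incubation, viability was read by fluorescence (Ex 405/Em 525) and luciferase output by luminescence.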
# Numbers without * were called inactive; i = inactive; ? = inconclusive; . = no result given; & = joins results of further samples; [ ] = another dose, or the depositor's remark. Unless noted, calls come from the whole dose curve; as a rule, active = well fitted curve in the direction sought with a large enough effect; inconclusive = small, poorly fitted or top-dose-only effect, or another doubt; inactive = no such curve, though single readings can be large; an effect the other way counts as inactive or inconclusive.
# Results follow in this order: A549 tox | Mm-Cpn inhibitor | CCT modulator | ATXN viability | Nrf2 ARE act | HepG2 tox | pAkt inh | TGFb SMAD3 inh | Nrf2 inh
> Cc1ccc(S(=O)(=O)N(C)CC(=O)OCC(=O)NC(=O)Nc2ccc3c(c2)OCCO3)cc1
    11% | 0% | 1.0 | i | 2.2% | 6% | i | 15% | 24%
> CCOc1ccc(NC(=O)CCC(=O)NNS(=O)(=O)c2ccccc2[N+](=O)[O-])cc1
    -2% | -1% | 0.5 | i | -0.2% | -38% | i | 1% | 4%
> CCC(=O)N1CCCc2cc(S(=O)(=O)N3CCN(c4ccccc4F)CC3)ccc21
    -6% | 0% | -0.9 | i | -0.4% | -18% | i | -6% | -27%
> CC(C)CC(NC(=O)C1CCC(C)CC1)C(=O)N1CCN(c2ccccn2)CC1 (configuration not stated)
    0% | -7% | -2.7 | i | -0.7% | -14% | i | 0% | -4%
> Cc1n[nH]c(=O)n(N=Cc2c[nH]c3ccccc23)c1=O
    . | . | 0.0 | i | 0.4% | -5% | i | 0% | .
> Cc1cc(C(=O)NCc2cccs2)no1
    15% | 0% | -2.2 | i | 0.3% | -2% | i | -6% | -10%
> CC#CCN1c2ccccc2[C@]23C[C@@H](C(=O)OC)N(C(=O)NCCBr)C2=NC(C(=O)OC)=C(C(=O)OC)[C@H]13
    -6% | . | 1.8 | i | -0.8% | -1% | i | ? | -1%
> COc1cc(C(=O)Oc2cccc(/C=N/NC(=O)c3cccnc3)c2)cc(OC)c1OC
    1% | 0% | -1.7 | i | 2.5% | -3% | i | 3% | -5%
> CN(C)S(=O)(=O)c1ccc(=S)[nH]c1
    5% | -1% | 0.9 | i | -1.8% | 2% | i | 8% | 3%
> COc1ccc(C2/C=C\CN(Cc3ccco3)CC(=O)N2Cc2ccc(F)cc2)cc1 (configuration not stated)
    0%&-6% | 1% | 2.3 | i | 2.9% | -12%&-14% | i | ? | 10%&12%
> O=c1[nH]c(=O)c2nnc(N/N=C\c3ccc(O)cc3)nc2[nH]1
    ? | -4% | -1.8 | i | 0.2% | 3% | i | ? | -3%
> O=C(Nc1ccc([N+](=O)[O-])cc1)Nn1cnnc1
    1% | 1% | 0.8 | i | -0.1% | -23% | i | -16% | 1%
> COc1ccc(OC)c(NC(=O)c2sc3nc(C)cc(C)c3c2N)c1
    4% | -1% | -2.4 | i | 2.4% | -24% | i | -1% | -12%
> COc1ccccc1-c1cnc(C(O)c2ccc(Cl)cc2C)[nH]1 (configuration not stated)
    . | . | 1.0 | i | 0.9% | -9% | i | -28% | .
> CCOC(=O)C1=C(COC(=O)C2CC(=O)N(CCc3ccccc3)C2)NC(=O)NC1C (configuration not stated)
    -12% | -1% | 0.0 | i | 0.3% | -5% | i | 20% | 0%
> CCOC(=O)c1[nH]c2c(c1-c1ccccc1)C(=O)CC(c1ccc(Cl)cc1)C2 (configuration not stated)
    3% | -2% | -0.9 | i | 0.1% | -15% | i | 0% | -4%
> Cc1ccc(C(=O)N2CCN(Cc3ccc4c(c3)OCO4)CC2)o1
    11% | 1% | -0.8 | i | -0.3% | -12% | i | -1% | -3%
> CC(C)(/C=N/O)/[N+]([O-])=C/C=[N+](\[O-])C(C)(C)/C=N/O
    1% | 1% | -0.4 | i | -0.6% | 13% | i | 27% | .
> COC(=O)CSc1ccccc1C(=O)OC
    3%[1.84 µM] | 0% | -3.5 | i | -0.1% | -1% | i | 19% | 4%
> CCOCCn1ccc2c(OCC(=O)Nc3cc(C(F)(F)F)ccc3Cl)cccc2c1=O
    -1% | . | . | i | 0.9% | 7% | . | -7% | .

# Some of the entries so far, as labelled records.
SMILES: COc1cc(C(=O)Oc2cccc(/C=N/NC(=O)c3cccnc3)c2)cc(OC)c1OC
  A549 tox: 1%; Mm-Cpn inhibitor: 0%; CCT modulator: -1.7; ATXN viability: i; Nrf2 ARE act: 2.5%; HepG2 tox: -3%; pAkt inh: i; TGFb SMAD3 inh: 3%; Nrf2 inh: -5%

SMILES: CCC(=O)N1CCCc2cc(S(=O)(=O)N3CCN(c4ccccc4F)CC3)ccc21
  A549 tox: -6%; Mm-Cpn inhibitor: 0%; CCT modulator: -0.9; ATXN viability: i; Nrf2 ARE act: -0.4%; HepG2 tox: -18%; pAkt inh: i; TGFb SMAD3 inh: -6%; Nrf2 inh: -27%

# (list continues)
# Results follow in this order: A549 tox | Mm-Cpn inhibitor | CCT modulator | ATXN viability | Nrf2 ARE act | HepG2 tox | pAkt inh | TGFb SMAD3 inh | Nrf2 inh
> CN(C(=O)C12CC3CC(CC(C3)C1)C2)C1(C)CCS(=O)(=O)C1 (configuration not stated)
    -11% | . | 1.5 | i | -0.8% | -12% | i | 3% | ?
> Cc1ccsc1/C=C/C1=Cc2c(sc(NC(=O)CSc3n[nH]c(N)n3)c2C#N)C(C)(C)C1
    ? | -7% | -2.7 | i | ? | 13µM* | i | 10µM* | ?
> O=C(NCC1CCCO1)C1CCCCN1S(=O)(=O)c1ccc(F)cc1 (configuration not stated)
    1% | -1% | 3.0 | i | 0.3% | 3% | i | -7% | -30%
> CCOC(=O)C1CCN(C(=O)c2cc3cc(F)ccc3[nH]2)CC1
    2% | 3% | -0.9 | ? | 8.1% | 1% | i | -6% | 24%
> Cc1ccnc(NS(=O)(=O)c2ccc(NS(=O)(=O)c3cc(Cl)ccc3Cl)cc2)n1
    1% | 0% | 1.1 | i | -0.8% | -5% | i | -8% | 11%
> O=C(Nc1nc(-c2nc3ccccc3s2)cs1)c1ccc(S(=O)(=O)N2CCOCC2)cc1
    -16% | -2% | -0.1 | ? | 3.1% | -33% | . | ? | -3%
> Cc1cc(NN)nc2ccc(Cl)cc12
    6% | 0% | -1.8 | i | 4.3% | -9% | i | -3% | -11%
> COc1ccc(NS(=O)(=O)c2cccc(C(=O)NN=Cc3ccc(O)c(OC)c3)c2)cc1
    -17% | -1% | -2.3 | i | 3.1% | -6% | i | 4% | 26%
> Cc1c(N=N/C(C(=O)Nc2ccccc2)=C(/O)c2ccccc2)c(=O)n(-c2ccccc2)n1C
    ? | -2% | -5.3 | i | 0.1% | -3% | i | 7% | ?
> Cc1cc(Br)c2nc3c(c(C(=O)O)c2c1)CCCCC3
    1% | -23% | -0.9 | i | -1.1% | -15% | i | 3% | 1%
> N#Cc1cc2cc3c(cc2nc1SCC(=O)N1CCOCC1)OCCO3
    2% | 2% | 0.2 | i | -0.7% | 2% | i | ? | ?
> N#C/C(=C\c1ccc([N+](=O)[O-])o1)C(=O)Nc1ccc(F)cc1
    -20% | -8% | -0.4 | i | 10% | -6% | i | -20% | -2%
> COc1ccc(-c2cc(CCCC(=O)NCCc3ccc(OC)cc3OC)no2)cc1
    0%[1.84 µM] | 1% | -0.3 | i | -0.5% | -9% | i | -14% | -17%
> CCOC(=O)C1=C(COC(=O)CNC(=O)c2ccccc2F)NC(=O)NC1C (configuration not stated)
    -6% | -1% | -1.4 | i | 0.3% | 1% | i | 4% | 7%
> Cc1cc(SCc2cccc(C(F)(F)F)c2)nc(=O)[nH]1
    -6% | 3% | 0.7 | i | 3.3% | 5% | i | -3% | -17%
> Cc1ccc(-c2nnc(N(C)C(=O)c3ccccn3)s2)cn1
    5% | -2% | 3.7 | i | -0.2% | 14% | i | 0% | 4%
> CCN(CC(=O)Nc1c(F)cccc1F)C(=O)/C=C/c1c(C)nn(-c2ccc(F)cc2)c1C
    -2% | -5% | -1.7 | i | 0.1% | 1% | i | ? | -17%
> CNC(=S)NNC(=O)c1cc(C(C)(C)C)nn1Cc1ccc(F)cc1
    0% | 0% | -3.9 | i | -0.6% | 4% | i | -16% | 7%
> CC1(C)CCc2nc(SCc3ccccc3)c(C#N)cc2C1
    -3% | 1% | -7.4 | i | 0.3% | -9% | i | 1% | 16%
> COc1cc(C(=O)Nc2ccc(S(=O)(=O)Nc3cc(C)on3)cc2)cc(OC)c1OC
    -6% | -1% | -2.1 | i | 0.5% | 33% | i | 39%[activator] | 1%
> CC(C)(C)OC(=O)NCCCC[C@H](NC(=O)c1nc[nH]c1C(=O)NCc1ccccc1)C(=O)OC(C)(C)C
    ? | . | 0.4 | ? | 0.2% | -2% | i | ? | ?
> COC(=O)c1ccc(NC2=C(Cl)C(=O)OC2OC(=O)c2ccccc2)cc1 (configuration not stated)
    -2% | -1% | 1.1 | i | 25% | 0% | i | 5% | 3%
> CCC(C)(C)NC(=O)c1cc(S(=O)(=O)N2CCc3ccccc32)cn1C
    -6% | 1% | 2.9 | i | -0.1% | -10% | i | -19% | ?
> CN(Cc1ccccc1)S(=O)(=O)c1ccc2c(c1)OCCO2
    4% | 0% | 0.8 | i | 0.1% | 10% | i | -17% | -10%
> NC(=O)c1ccc(NC(=O)COC(=O)/C=C/c2ccc(Br)o2)cc1
    0% | -4% | 0.2 | ? | 5.1% | 14% | i | -2% | 0%
> COc1ccc2cnnc(SCC(=O)Nc3ccccc3)c2c1OC
    2% | -4% | -3.5 | i | 0.9% | -10% | i | -1% | -22%
> Cn1c(=O)oc2cc(S(=O)(=O)N3CCCc4ccccc43)ccc21
    11% | 0% | 0.5 | i | -1.8% | -21% | i | 0% | -13%
> CC1=CC(C)(C)N(C(=O)CSc2nncn2C)c2ccccc21
    7% | 0% | 0.8 | i | 0.1% | 0% | i | -14% | 3%
> CCCCOCCCNC(=O)c1ccc(OC)cc1
    11% | 1% | -1.3 | i | -0.3% | -106% | i | -9% | .
